Screening results (PubChem BioAssay)
DENV2 CPE – inhibitors of DENV2 cytopathic effect, primary screen, cell-based, plate reader, single concentration; DENV2-infected cells, cytopathic effect rescue; CPE inhibition, % at 9.99 µM; 350,000 compounds, 1.7% hits; in the data active = CPE inhibition above about 20%, passing the limit was not always enough; tested in BHK-21 cells;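 note: 0% = median of neutral control wells and 100% = median of positive control wells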
CFTR F508del cor – F508del CFTR correction, initial screen, CFBE line, single point. CFBE cells, YFP halide quenching; stimulated with forskolin plus potentiator P3; % fluorescence drop versus neutral controls. activity (quench increase), % at 7.58 µM. 350,000 compounds, 0.36% hits;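 active = mean added fluorescence quench of at least 8% versus neutral control, with both replicates also reaching 8%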;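 note: cells transiently co-express mutant CFTR-F508del with the halide-sensitive YFP; corrector assay measuring rescue of mutant channel to the surface after 24 h compound exposure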
CASP6 VEID inh – human caspase-6 inhibitors, primary screen, biochemical, VEID-R110 fluorescence, single point, set 2 | P55212 | purified caspase-6, Z-VEID-R110 cleavage fluorescence | inhibition, % at 12.5 µM | 350,000 compounds, 0.53% hits;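 active = mean inhibition across replicates at least about 35%, with every replicate also reaching that limit, limit read from the data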;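 note: 0% = median of neutral control wells and 100% = no fluorescence left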
Target sequence (P55212 24-179 limits assumed): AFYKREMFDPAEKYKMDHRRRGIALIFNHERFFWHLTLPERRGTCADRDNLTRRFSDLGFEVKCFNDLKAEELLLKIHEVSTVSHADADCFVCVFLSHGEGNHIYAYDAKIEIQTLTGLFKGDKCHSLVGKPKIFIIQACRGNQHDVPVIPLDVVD
Target sequence (P55212 194-293 limits assumed): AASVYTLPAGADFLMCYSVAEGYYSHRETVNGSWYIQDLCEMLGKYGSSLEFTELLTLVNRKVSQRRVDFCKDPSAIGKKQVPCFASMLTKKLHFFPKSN
SIRT5 block – SIRT5 desuccinylase inhibitors, primary screen, biochemical, fluorescence imaging, single point, set 5; AID 652115, 2013; Purified SirT5, succinyl-peptide AMC, trypsin-coupled fluorescence; 330,000 compounds, 1.1% hits; inhibition, % at 15 µM; in the data active = inhibition above about 15%
Target sequence (Q9NXA8 whole entry, looked up): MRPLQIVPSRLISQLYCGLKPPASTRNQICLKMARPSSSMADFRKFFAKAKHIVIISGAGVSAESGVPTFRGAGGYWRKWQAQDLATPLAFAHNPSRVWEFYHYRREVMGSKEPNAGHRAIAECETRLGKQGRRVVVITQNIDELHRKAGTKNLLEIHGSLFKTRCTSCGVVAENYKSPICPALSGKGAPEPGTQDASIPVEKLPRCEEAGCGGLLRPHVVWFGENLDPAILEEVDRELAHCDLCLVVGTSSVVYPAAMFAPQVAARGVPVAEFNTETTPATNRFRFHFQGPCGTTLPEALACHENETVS
ERp5 block – inhibitors of ERp5-driven insulin aggregation, primary screen, biochemical, turbidity, absorbance 650 nm, single point | Protein disulfide-isomerase A6 (Homo sapiens), Q15084 | inhibition, % at 9.99 µM | 90 min | 350,000 compounds, 0.05% hits;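 active = mean replicate inhibition above about 25%, with every replicate also reaching it, limit read from the data, passing the limit was not always enough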
Target sequence (Q15084 whole entry, looked up): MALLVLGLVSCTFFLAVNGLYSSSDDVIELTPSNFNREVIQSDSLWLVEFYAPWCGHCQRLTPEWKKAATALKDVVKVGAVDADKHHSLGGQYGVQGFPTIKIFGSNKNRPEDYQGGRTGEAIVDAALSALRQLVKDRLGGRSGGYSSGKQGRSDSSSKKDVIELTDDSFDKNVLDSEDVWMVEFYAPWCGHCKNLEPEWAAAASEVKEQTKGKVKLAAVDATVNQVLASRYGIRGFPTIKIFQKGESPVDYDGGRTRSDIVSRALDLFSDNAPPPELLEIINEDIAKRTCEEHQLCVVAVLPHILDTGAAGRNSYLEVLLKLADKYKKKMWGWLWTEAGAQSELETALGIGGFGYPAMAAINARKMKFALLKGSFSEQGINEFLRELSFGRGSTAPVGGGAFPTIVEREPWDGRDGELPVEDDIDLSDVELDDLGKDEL
miR122 inh – miR-122 Renilla sensor signal increase in Huh7, primary screen, miR-122 inhibitor project, cell-based, single point, plate reader | activation (reporter increase), % at 12.5 µM | 340,000 compounds, 0.3% hits | Huh7 miR-122 Renilla luciferase sensor, 48 h; neutral wells = 0, positive control = 100;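 active = mean replicate activation score at least 90 and every replicate individually at or above 90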;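 note: higher luciferase means less miR-122 activity so hits act as miR-122 inhibitors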
ERAP1 HTS inh – human ERAP1 aminopeptidase inhibitors, primary screen, biochemical, single point, plate reader | recombinant ERAP1, Leu-AMC fluorescence, 60 min | inhibition, % at 10.7 µM | AID 652197, 2013 | 340,000 compounds, 0.15% hits | Endoplasmic reticulum aminopeptidase 1 (Homo sapiens), Q9NZ08;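 active = mean replicate inhibition of at least 30%, or all replicates individually reaching that 30% level; inactive = mean below 30% and not every replicate reaching it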;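 note: 0% = neutral control wells and 100% = L-leucinethiol positive control wells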
An asterisk follows results filed as active; . = no result given; & = joins results of further samples; [ ] = remark or other dose. Not a hit list. About 4% of those tested had a hit in this group.

SMILES	DENV2 CPE	CFTR F508del cor	CASP6 VEID inh	SIRT5 block	ERp5 block	miR122 inh	ERAP1 HTS inh
COc1ccc(C(=O)/C=C2\Sc3ccccc3N2C)cc1	0	2.6	0	-1	-1	5	-3
FC(F)(F)c1cccc(NC(=S)N2CCCCCC2)c1	6	-3.2	-2	-5	6	8	2
Cc1noc(C)c1S(=O)(=O)Nc1ccc2c(c1)C(=O)N([C@@H](C)CO)C[C@@H](C)[C@H](CN(C)Cc1ccc3c(c1)OCO3)OCCCC[C@@H](C)O2	-7	0.1	-2	-2	-3	-1[16.7 µM]	0
CC(=O)N1[C@@H]2Cn3c(ccc(C4=CCCCC4)c3=O)[C@H]1[C@@H](C(=O)N[C@H](C)c1ccccc1)[C@@H]2CO	-5	.	0	-21	-3	.	0
CC(=O)Nc1ccc(S(=O)(=O)N2CCC(C(=O)NC3CCCC3)CC2)cc1	5	-1.8	0	-3	-5	-4	1
CCc1nc2ccc(C(=O)Nc3cc(-c4ccccc4)ccc3OC)cn2c1N(C)Cc1ccc(OC)cc1	-1	4.8	-1	3	-4	13	1
C[C@@H]1CN([C@H](C)CO)C(=O)c2cc(N(C)C)ccc2O[C@H]1CN(C)S(=O)(=O)c1ccc(Cl)cc1	-3	1.6	3	-6	-7	8[16.7 µM]	0
CC(C)NC(=O)Nc1ccc2c(c1)C(=O)N([C@@H](C)CO)C[C@@H](C)[C@@H](CN(C)Cc1ccc(C(=O)O)cc1)OCCCC[C@@H](C)O2	11	-3.5	-2	-4	2	0[16.7 µM]	-1
C/C(=N\O)c1cc(Cl)ccc1O	5	0.8	-3	0	3	2	1
Cc1ccc(C)c(S(=O)(=O)Nc2nc3ccc(S(N)(=O)=O)cc3s2)c1	10	-1.1	9	3	-2	.	8
CC(C)(C)NC(=O)CSc1ncnc2c1cnn2-c1ccccc1	3	3.7	-1	-2	2	-9	2
O=C(c1ccccc1)c1c(-c2ccccc2)[nH]n(-c2ccccc2)c(=O)c1=O	0	1.1	3	-43	3	.	.
O=C1c2ccsc2SCCN1Cc1cccc(F)c1	4	-0.1	2	12	-3	.	-4
CCN1CCN(c2ccc(S(=O)(=O)N3CCOCC3)cc2NC(=O)CCC(C)C)CC1	14	2.0	-5	-2	0	-5	0
COc1cccc(-c2ncc3ccccc3c2COC(=O)N(C)C)c1	-8	5.1	1	.	0	-6	2
Cc1noc(C)c1NC(=O)Nc1ccc2c(c1)C(=O)N([C@@H](C)CO)C[C@H](C)[C@H](CN(C)S(=O)(=O)c1ccccc1)OCCCC[C@@H](C)O2	11	-1.0	-1	-2	0	-4[16.7 µM]	0
COc1cc(C(CCN2CCOCC2)c2c(OC)cc(OC)c3c2OC(=O)CC3c2ccc(N(C)C)cc2)cc(OC)c1OC (stereo not given)	-4	-1.1	-2	1	-2	-1	4
COc1ccc(C#Cc2ccc([C@H]3[C@H]4CN(C(=O)Nc5ccccc5F)CC(=O)N4[C@H]3CO)cc2)cc1	7	4.1	2	12	-9	.	1
CC(=O)N(Cc1cc(=O)[nH]c2ccccc12)c1ccc(C)cc1C	2	-1.8	1	2	7	.	3
CCOc1ccc(OCCC(=O)Nc2ccc(F)cc2C)cc1	.	-1.4	1	0	5	0	-2
COn1c(=O)c(-c2ccc(C)cc2)[n+]([O-])c2ccccc21	-3	-1.3	-1	-2	0	3	5
NC(=O)NCCc1ccccc1	9&-7	3.3&0.4	-5	2&-1	2&0	-7	0
COc1ccc(-n2cc(CNCC3CC(=O)N(C4CC4)C3)c(-c3ccccc3Cl)n2)cc1 (stereo not given)	-5	1.4	-2	-3	4	.	1
COc1ccc(NC(=O)Nc2cccc3c2O[C@@H](CN(C)S(=O)(=O)c2cccs2)[C@@H](C)CN([C@@H](C)CO)C3=O)cc1	17	-2.9	0	0	6	2[16.7 µM]	1
C[C@@H]1CN([C@@H](C)CO)C(=O)c2cc(-c3ccccc3)cnc2O[C@H]1CN(C)C(=O)Nc1ccc2c(c1)OCO2	12	-0.6	-1	-1	4	3[16.7 µM]	2
CC(=O)Nc1ccc(C2C(=O)c3ccccc3C2=O)cc1	-5	-1.1	-2	-2	4	-1	.
C[C@@H]1CN([C@H](C)CO)C(=O)c2cccc(NS(C)(=O)=O)c2O[C@@H]1CN(C)C(=O)Nc1ccc(C(F)(F)F)cc1	.	2.3	-4	1	-2	8[16.7 µM]	-3
CC(=O)c1ccccc1C(=O)N1CCCC(CNC(=O)c2ccccc2Cl)C1 (stereo not given)	-3	0.0	5	-3	10	-6	4
COc1cccc(-c2ccc([C@@H]3[C@H](CO)N4C(=O)CN(C(=O)c5ccncc5)C[C@@H]34)cc2)c1	-7	-2.2	0	1	-5	.	-2
CCn1cc(CNC(=O)CC2C(=O)NCCN2CC(c2ccccc2)c2ccccc2)cn1 (stereo not given)	0	-3.8	4	-3	-1	.	-2
COc1ccc(S(=O)(=O)NCc2cccnc2)cc1NC(=O)c1ccccc1C	-1	2.6	25	6	3	-2	0
C[C@@H]1CN([C@@H](C)CO)C(=O)c2cccc(NS(=O)(=O)c3ccc(Cl)cc3)c2O[C@@H]1CN(C)S(=O)(=O)c1ccccc1	1	0.8	.	0	6	-5[16.7 µM]	-4
C[C@@H]1CN([C@H](C)CO)C(=O)c2cc(-c3ccccc3)cnc2O[C@@H]1CN(C)C(=O)c1ccccn1	13	-2.9	1	4	7	-2[16.7 µM]	0
CO[C@@H](CN(C)S(=O)(=O)c1cccc(Cl)c1)[C@H](C)CN(C(=O)Nc1ccccc1F)[C@H](C)CO	5	1.2	2	0	-3	.	-1
CCOC(=O)c1c(/N=C/N(C)C)sc2c1CCC2	-2	.	-5	-3	-7	-9	7
CO[C@H]1CN(C)C(=O)c2cc(NS(=O)(=O)c3ccc(Cl)cc3)ccc2OC[C@@H](C)N(C)C[C@H]1C	-2	-1.2	2	1	-2	.	-3
Cc1noc(C)c1NC(=O)N(C)C[C@@H]1Oc2c(NC(=O)C3CCOCC3)cccc2C(=O)N([C@@H](C)CO)C[C@H]1C	-2	5.4	3	-1	11	-2[16.7 µM]	2
Cc1nc(N2CCN(c3ccccn3)CC2)c2c(C)c(C(=O)Nc3ccc(Cl)cc3)sc2n1	-4	3.8	0	0	4	3	1
Cc1ccc(-c2nnn(CC(=O)N(c3ccccc3)C(C(=O)NCC3CCCO3)c3ccc(F)cc3)n2)o1 (stereo not given)	-1	-0.1	1	-4	7	-4	0
C[C@H]1CN([C@@H](C)CO)C(=O)Cc2cc(NC(=O)CCN3CCOCC3)ccc2O[C@H]1CN(C)Cc1ccc2c(c1)OCO2	5	0.8	-2	-1	8	0[16.7 µM]	2
COC(=O)c1ccc2cc(F)cc(C)c2n1	18	0.5	-2	-2	2	1	0
Cc1cc(F)ccc1Oc1cc(NN2CCCCC2)c([N+](=O)[O-])cc1[N+](=O)[O-]	10	1.2	1	-4	0	0	-2
c1nc(N2CCCCCC2)c2[nH]cnc2n1	-6	-0.1	1	.	1	-4	3
CC(C)(O)C#Cc1ccc(C(=O)NC2CCCCC2)s1	-6	-1.1	0	2	4	.	-2
Cc1ccn2c(Nc3ccc4c(c3)OCO4)c(-c3ccccn3)nc2c1	-9	.	-2	1	5	23	-3
C[C@H]1CN([C@@H](C)CO)C(=O)c2cc(C#Cc3cccnc3)cnc2O[C@H]1CN(C)Cc1cccnc1	2	-1.2	2	-1	4	-4[16.7 µM]	5
CCOC(=O)C1CCN(CC(=O)c2ccc(O)c(C)c2O)CC1	17	0.3	2	6	1	4	0
CC(C)(C)c1ccc(C(=O)NCC(=O)N/N=C/c2ccccc2OCC(=O)O)cc1	-1	-1.0	11	0	9	-3	-1
O=C(COc1ccc(C(=O)NCC2CCCO2)cc1)Nc1cccc(C(F)(F)F)c1 (stereo not given)	4	3.0	4	6	-5	.	-4
COc1ccc(CN(C)C[C@@H]2Oc3ccc(NC(=O)Nc4ccc(OC)cc4)cc3CC(=O)N([C@H](C)CO)C[C@H]2C)cc1	-6	0.3	1	8	-3	1[16.7 µM]	0
CCCC(=O)N(c1ccc(F)cc1)C1C=CS(=O)(=O)C1 (stereo not given)	-2	-4.5	1	1	0	-1	-2
O=C(c1cc(-c2ccccc2)on1)N1CCN(c2ccccc2)CC1	-8	-1.4	3	-4	-6	6	1
CCCCn1c(N)c(N(CC(C)C)C(=O)c2ccc(N3C(=O)CCC3=O)cc2)c(=O)[nH]c1=O	-7	-4.7	-1	-1	3	.	14
COc1ccccc1NC(=O)N1CCCC(c2nc3c(nnn3Cc3ccc(C)cc3)c(=O)[nH]2)C1 (stereo not given)	8	0.8	5	0	2	.	-8
NC(=O)c1ccc[n+](CCC[n+]2cccc(C(N)=O)c2)c1	-4	-1.1	-20	-3	0	.	2
COc1ccc(NC(=O)COc2cccnc2[N+](=O)[O-])cc1OC	-11	-3.8	-1	-1	4	-6	0
O=C(Nc1ccccc1C(=O)Nc1ccccn1)c1ccc([N+](=O)[O-])cc1	5	0.2	-1	-1	-6	.	7
CC1CC(C)CN(CCCNC(=O)CCC(=O)N2CC(C)Oc3ccccc32)C1 (stereo not given)	-2	3.1	-8	-1	-2	8	2
O=C(Nc1ccccc1-c1nc2ccccc2s1)c1cccnc1Cl	2	-2.1	-1	-5	5	-7	0
C[C@@H]1CN([C@@H](C)CO)C(=O)c2cccc(NS(=O)(=O)c3cn(C)cn3)c2O[C@H]1CN(C)C	-2	-0.8	-2	-1	4	4[16.7 µM]	-1
(next part)
SMILES	DENV2 CPE	CFTR F508del cor	CASP6 VEID inh	SIRT5 block	ERp5 block	miR122 inh	ERAP1 HTS inh
CNc1nc(-c2cccc(C(=O)N(C)C)c2)cn2ccnc12	-2	4.3	.	1	-1	1	1
CCCn1cnc2cc(NCc3cccs3)ccc21	3	-4.1	-4	-7	-7	-3	-1
COc1cc(CO)ccc1Oc1nnnn1-c1ccc(C(N)=O)cc1	-2	-6.2	4	-1	-4	-4	1
COc1ccc(OC)c(S(=O)(=O)NCC(c2cccs2)N2CCc3ccccc3C2)c1 (stereo not given)	14	-1.6	72*	-4	1	.	-2
CCOc1ccc(CCNC(=O)c2nn(C)c3c2CS(=O)(=O)c2ccccc2-3)cc1OCC	-1	2.6	1	0	1	-1	0
Cc1[nH]c2ccccc2c1C(=O)CSc1nccc(=O)[nH]1	.	-1.1	3	-2	2	.	.
CCS(=O)(=O)N1CCCCN2[C@@H](CO)[C@H](c3ccc(-c4cccc(C#N)c4)cc3)[C@@H]2C1	1	1.0	-1	0	-5	6[16.7 µM]	0
COc1ccccc1-n1cnnc1SCC(=O)NC1CCS(=O)(=O)C1 (stereo not given)	1	-0.7	1	.	2	.	-5
Cc1cccc(C(=O)NC(C(=O)Nc2ccccc2N2CCOCC2)C(C)C)c1 (stereo not given)	-4	-0.3	-5	-3	0	3	3
Cc1ccc(C(=O)NCC(=O)OCC(=O)Nc2cc(S(=O)(=O)N3CCOCC3)ccc2Cl)s1	7	-1.1	1	1	-5	-2	3

Arranged by SMILES length (highest first): some entries from above
SMILES	DENV2 CPE	CFTR F508del cor	CASP6 VEID inh	SIRT5 block	ERp5 block	miR122 inh	ERAP1 HTS inh
Cc1ccc(C(=O)NCC(=O)OCC(=O)Nc2cc(S(=O)(=O)N3CCOCC3)ccc2Cl)s1	7	-1.1	1	1	-5	-2	3
CCOc1ccc(CCNC(=O)c2nn(C)c3c2CS(=O)(=O)c2ccccc2-3)cc1OCC	-1	2.6	1	0	1	-1	0
COc1ccc(OC)c(S(=O)(=O)NCC(c2cccs2)N2CCc3ccccc3C2)c1 (stereo not given)	14	-1.6	72*	-4	1	.	-2
Cc1[nH]c2ccccc2c1C(=O)CSc1nccc(=O)[nH]1	.	-1.1	3	-2	2	.	.
CCCn1cnc2cc(NCc3cccs3)ccc21	3	-4.1	-4	-7	-7	-3	-1
